Bioassay records as filed in PubChem BioAssay.
All columns: NCI-60 one-dose screen, growth in % after 48 h at 10 µM unless noted; 100 = growth as untreated, 0 = no growth, -100 = all killed.
EKVX = EKVX NSCLC. AID 1794765. 71,000 compounds, 3% hits
CCRF-CEM = CCRF-CEM leukemia; 77,000 compounds, 7% hits; AID 1794778
RPMI-8226 = RPMI-8226 leukemia cells | AID 1794781 | 77,000 compounds, 7.5% hits
HOP-92 = HOP-92 NSCLC cells; AID 1794738; 71,000 compounds, 6.3% hits
MDA-MB-435 = MDA-MB-435 melanoma; 82,000 compounds, 7.8% hits; AID 1794794
HOP-62 = HOP-62 NSCLC | 80,000 compounds, 3.9% hits
A549/ATCC = A549/ATCC NSCLC. 81,000 compounds, 3.7% hits. AID 1794740
M14 = M14 melanoma; 80,000 compounds, 6.2% hits
* = called active by the depositor; nt = no result given; & = joins results of further samples; ! = not active in a repeat; [ ] = another dose, or the depositor's remark. Rule for the calls: active = growth percent below 10; inactive = the rest.

molecule	EKVX	CCRF-CEM	RPMI-8226	HOP-92	MDA-MB-435	HOP-62	A549/ATCC	M14
O=C(CN1CCCC1)Nc1nc(-c2cc3ccccc3oc2=O)cs1	100	100	105	86	103	100	103	102
O=C(O)c1[nH]c(=O)[nH]c(=O)c1[N+](=O)[O-]	119	113	112	88	106	104	106	110
Cn1ncc2c(=S)[nH]c(=S)[nH]c21	106	97	94	98	111	85	87	105
C#COc1cccc(Nc2c(C#N)cnc3ncc(NC(=O)C=C)cc23)c1	97[6.25 µM]	86[6.25 µM]	82[6.25 µM]	54[6.25 µM]	110[6.25 µM]	94[6.25 µM]	93[6.25 µM]	94[6.25 µM]
COc1c(Br)c(Br)c(Br)c(OC)c1OC	122	89	85	83	115	105	103	109
O[Si](c1ccccc1)(c1ccccc1)c1ccccc1	87	69	85	76	104	98	93	109
Nc1cccc(OCC(=O)O)c1	114	106	113	111	107	98	114	109
C#CCOc1ccccc1C(OC(=O)c1cccc(Cl)c1)C(=O)NC(C)(C)C(C)(C)C (stereo not drawn)	75	79	64	60	97	84	73	84
CCCOC(=O)c1cccc(C)c1	98	94	97	83	97	91	99	97
CC(C)c1ccc(C(=O)OC2CCCC2)cc1	93	90	98	80	101	93	117	94
c1ccc(-c2nc3cnccn3c2NCCN2CCOCC2)cc1	100	95	95	95	104	78	94	95
COc1ncnc2c(C#CCO)cn(COCc3ccccc3)c12	67	71	82	nt	97	98	93	100
CC(=O)N1N=C(c2ccc(OCC(=O)c3ccc(C)cc3)cc2)CC1c1ccc(F)cc1 (stereo not drawn)	72	68	58	84	88	81	57	94
CCOC(=O)c1cc(-c2ccncc2)nc2c(Cl)cc(Cl)cc12	50	101	96	77	102	107	99	107
COc1cc(-c2cc(C(=O)Nc3nc4ccccc4s3)nc3cc(-c4ccccc4)nn23)cc(OC)c1OC	107	72	74	nt	31	47	77	26

Part of the list above in order of SMILES length, rising:
molecule	EKVX	CCRF-CEM	RPMI-8226	HOP-92	MDA-MB-435	HOP-62	A549/ATCC	M14
COc1ncnc2c(C#CCO)cn(COCc3ccccc3)c12	67	71	82	nt	97	98	93	100
O=C(CN1CCCC1)Nc1nc(-c2cc3ccccc3oc2=O)cs1	100	100	105	86	103	100	103	102
C#CCOc1ccccc1C(OC(=O)c1cccc(Cl)c1)C(=O)NC(C)(C)C(C)(C)C (stereo not drawn)	75	79	64	60	97	84	73	84

Further entries.
molecule	EKVX	CCRF-CEM	RPMI-8226	HOP-92	MDA-MB-435	HOP-62	A549/ATCC	M14
C[N+](C)(C)CN1C(=O)c2ccccc2C1=O	nt	101	106	nt	98	96	100	103
O=C1c2ccccc2C(=O)c2c1ccc1[nH]c(-c3cccs3)nc21	72	88	64	81	101	102	67	106
COc1cccc(-c2cc(=O)c3cc(Cl)cc(N[C@@H](C)c4ccccc4)c3o2)c1N	100	103	100	100	97	95	91	111
S=C(c1ccccc1)N1CCN(c2ccccc2)CC1	115	103	102	61	103	81	100	88
O=C1OC(=O)c2ccc3c4ccc5c6c(ccc(c7ccc1c2c73)c64)C(=O)OC5=O	94	29	84	76	104	99	83	121
O=c1cc(COc2ccc(N=Cc3ccccn3)cc2)c2cc(Cl)ccc2o1	85	101	93	96	109	87	96	94
C[C@]12CC[C@@H]3c4ccc(OCCCO)c([N+](=O)[O-])c4CC[C@H]3[C@@H]1CCC2=O	nt	nt	76	nt	94	94	78	93
CCOC(=O)c1ccc2c(c1)[n+](=O)c(C(=O)c1ccccc1)c(C)n2[O-]	100	99	81	nt	106	114	95	101
COc1ccc(C2=NN(c3ccccc3)C(c3ccc(OCc4ccccc4)c(OC)c3)C2)cc1OC (stereo not drawn)	93	nt	120	105	105	109	101	91
Cc1c2c(nn1C)CN(C(=O)Nc1nc(-c3cccnc3)ccc1N)C2	104	111	92	97	102	95	112	95
O=[N+]([O-])c1ccc2c(c1)N1C(=NS(=O)(=O)c3cnccc31)O2	96	91	90	nt	98	100	100	91
COc1ccc(Sc2nc(NC3CCCC3)nc(Sc3ccc(OC)cc3)n2)cc1	nt	68	48	67	90	102	80	90
CCCCCCCCCCCCCCCCCC(O)(CC)CC	112	105	111	89	109	nt	111	111
CCOC(=O)c1sc2ccc(NCc3cnc[nH]3)cc2c1NC(=O)c1ccccc1	nt	95	86	62	110	96	102	117
Cc1noc(NS(=O)(=O)c2ccc(NC(=O)c3cc4c(o3)CCC=C4)cc2)c1C	89	96	108	nt	106	90	116	103
CCCCCCC(c1ccc(N(C)C)cc1)c1ccc(N(C)C)cc1	100	110	94	86	93	105	100	94
CN(C(=O)Nc1cccc2c(NC(=O)N(C)C3CCCCC3)cccc12)C1CCCCC1	nt	nt	102	nt	95	107	99	113
Cc1cc(-c2ccc(N3C(=O)CC4(CCCC4)C3=O)c(C)c2)ccc1N1C(=O)CC2(CCCC2)C1=O	94	93	57	67	109	106	107	92
O=C1CC2C=CCN2C=C1c1cccs1 (stereo not drawn)	94	102	108	101	102	94	80	97
c1ccc(-c2nc(-c3ccccn3)nc(-c3ccccn3)n2)nc1	51	64	87	72	108	72	83	95
Cc1c([N+](=O)[O-])ccc2ccccc12	nt	92	106	nt	102	101	96	107
COc1ccc([N+](=O)[O-])cc1NC(=O)CC(=O)c1ccccc1	98	103	109	108	108	110	109	112
CCCCC1SC(N)=NC1=O (stereo not drawn)	106	91	93	91	110	105	110	114
CCCCC1Nc2nc(OC)n(C)c(=O)c2CN(Cc2ccccc2)C1=O (stereo not drawn)	94	100	91	nt	104	84	93	106
CC1(C)CC(C)(c2ccccc2)c2ccccc21 (stereo not drawn)	109&101	109&106	115&96	108&87	107&101	90	103&94	108&108
O=C(O)C#Cc1ccc(Cl)cc1Cl	107	98	100	nt	109	105	102	96
C/C(=N\N1C(=O)c2ccccc2NC1c1cccc([N+](=O)[O-])c1)c1c(O)cc(C)oc1=O (stereo not drawn)	105	91	105	91	107	100	106	105
Nc1ccc(OCC(=O)O)cc1	94	102	100	107	101	91	87	95
Cc1ccnc(NS(=O)(=O)c2ccc(NC(=O)Nc3ccc(Cl)c(C(F)(F)F)c3)cc2)n1	nt	87	98	96	103	106	90	90
C=CCOC(=O)c1cccc(C(=O)OCC=C)c1	120	nt	nt	nt	114	108	103	112
O=C(CCC(=O)Nc1ccccc1)Nc1ccccc1	nt	94	101	89	98	89	101	101
COc1ccc(/C=C2\CS(=O)(=O)C/C(=C\c3ccc(OC)cc3)C2=O)cc1	11	-0.9*	-41*	-41*	-29*	-68*	-57*	-78*
CC(C)(C)c1cc(NCc2ccc(Cl)cc2)n(-c2ccccc2)n1	102	79	31	73	100	102	93	100
COC(=O)c1cc(Cl)ccc1NCC(N)c1ccccc1 (stereo not drawn)	92	113	110&101	53	100&97	94&72	96&92	105&100
CC(=O)Nc1cc(C)c(C(=O)O)c(C)c1	104	98	nt	83	107	92	92	102
COc1cccc(/C=c2\sc3ncnn3c2=O)c1OC(C)=O	88	90	99	nt	94	100	99	82
CC1CCCc2sc3nc(NNC(=O)c4cnccn4)n(-c4ccccc4)c(=O)c3c21 (stereo not drawn)	7.1*!	0.8*	11&24	42&44	21&28	1.4*	7.1*	-2.4*
CCN(CC)Cc1nc2ccccc2c(=O)n1/N=C/c1ccccc1	99	101	102	91	101	95	97	101
COc1ccc(-c2cc(-c3ccc(Cl)cc3)nc(SCCCCCC(=O)NO)n2)cc1OC	86	nt	56	100	93	99	98	89
CC1(C)C(=O)CC[C@]2(C)[C@H]3C(=O)C=C4[C@@H]5C[C@@](C)(C(N)=O)CC[C@]5(C)CC[C@@]4(C)[C@]3(C)CC[C@@H]12	109	nt	124	80	111	108	106	110
COc1ccc(/C=C\c2cccc(Cl)c2)cc1	82	100	97	66	102	104	100	103
CC12CC(C#N)(C(=O)N1)C(C#N)=C(Cl)N2 (stereo not drawn)	92	38	109	93	110	101	107	104
COc1ccc(Nc2nc(C)c(C(=O)O)s2)cc1	70	76	63	63	89	81	79	82
COc1ccc2c(O)c(/C=C3\N=Nc4ncccc43)oc2c1C[C@H]1CCNC[C@H]1F	5.3*	-3.2*	9.6*	26	7.1*	5.6*	0.1*	-41*
C[C@H]1CCCN1Cc1nc2ccc(NC(=O)c3ccc4c(cnn4C)c3)cc2[nH]1	92	83	90	96	100	102	98	102

Given field by field: entries from further up.
compound: COc1ccc(/C=C\c2cccc(Cl)c2)cc1
  EKVX = 82; CCRF-CEM = 100; RPMI-8226 = 97; HOP-92 = 66; MDA-MB-435 = 102; HOP-62 = 104; A549/ATCC = 100; M14 = 103

compound: COc1ccc(-c2cc(-c3ccc(Cl)cc3)nc(SCCCCCC(=O)NO)n2)cc1OC
  EKVX = 86; CCRF-CEM = nt; RPMI-8226 = 56; HOP-92 = 100; MDA-MB-435 = 93; HOP-62 = 99; A549/ATCC = 98; M14 = 89

compound: COc1ccc(Nc2nc(C)c(C(=O)O)s2)cc1
  EKVX = 70; CCRF-CEM = 76; RPMI-8226 = 63; HOP-92 = 63; MDA-MB-435 = 89; HOP-62 = 81; A549/ATCC = 79; M14 = 82

Going on with the list:
molecule	EKVX	CCRF-CEM	RPMI-8226	HOP-92	MDA-MB-435	HOP-62	A549/ATCC	M14
O=C1CCCCN1	nt	105	109	93	113	90	102	104
CC(C)C1=CC2=CC[C@@H]3[C@](C)(CCC[C@@]3(C)C(=O)O)[C@H]2CC1	110&101	102&97	97&107	91	98&107	102&107	100&107	100&107
Cc1cc2c(C#N)n3c(c2cc1C)C(=O)C(c1ccccc1)Oc1ccccc1-3 (stereo not drawn)	nt	19	30	nt	0.7*	36	4.5*	37
Clc1ccc(/C=C2\CCCC3=C2N=C2SC=NN2C3c2ccc(Cl)cc2)cc1 (stereo not drawn)	nt	87	-12*	nt	77	112	89	95
O=C(O)C1(NC2CCCCC2)CCCCC1	nt	nt	100	97	97	99	108	96
CCN(CC)C(=O)c1cccc(N)c1	nt	100	110	107	90	102	91	115
O=C(/C=C/c1ccccc1)Nc1ncc(Cc2ccccc2)s1	23	20	20	86	-41*	14	22	5.8*
COc1ccc(-c2nn(-c3cccc(Cl)c3)cc2C2CC(c3ccccc3)=NN2C(C)=O)cc1 (stereo not drawn)	68	83	98	nt	88	-18*	68	89
O=C1CCCCCCCCCCCN1	nt	104	98	91	100	109	97	111
COc1ccc(C(=O)C(CN(C)C)c2ccccc2)cc1 (stereo not drawn)	28	13	9.2*	-4.3*	25	84	73	-63*
COc1cc(C2CC(c3ccc(Cl)cc3)=Nc3c(N)nc(N)nc3N2)ccc1Oc1nc(Nc2ccc(F)cc2)nc(N(C)C)n1 (stereo not drawn)	50	47	15	13	44	74	47	43
CCOc1ccc2nc(N)sc2c1	98	94	92	91	108	98	108	102
O=C(N/N=C(\CS(=O)(=O)c1ccccc1)c1cc2ccccc2oc1=O)c1ccccc1	101	106	112	117	103	117	93	110
CC1=NN(c2ccccc2)C(=O)C1CC1C(=O)N(c2ccccc2)N=C1C (stereo not drawn)	90	85	94	83	99	114	106	105
CCN1C(=S)N([C@H](C)c2ccccc2)[C@@H]2NC(=S)N[C@@H]21	103	99	109	113	99	105	104	116
CC(=O)OCC(=O)[C@@]1(O)CCC2C3CCC4=CC(=O)CC[C@]4(C)[C@@]3(F)[C@@H](O)C[C@@]21C (stereo partly drawn)	77	55	52	70	101	101	nt	93
O=C(O)COc1ccc(-c2cssc2=S)cc1	nt	90	113	111	102	104	98	105
c1ccc(-c2nc3ccccc3s2)cc1	85	101	nt	82	110	76	105	97

As entered above:
Reading of Cc1cc2c(C#N)n3c(c2cc1C)C(=O)C(c1ccccc1)Oc1ccccc1-3 (stereo not drawn) under RPMI-8226: 30
Reading of CC(=O)OCC(=O)[C@@]1(O)CCC2C3CCC4=CC(=O)CC[C@]4(C)[C@@]3(F)[C@@H](O)C[C@@]21C (stereo partly drawn) under RPMI-8226: 52

5 records drawn at random from those above, as already listed:
molecule	EKVX	CCRF-CEM	RPMI-8226	HOP-92	MDA-MB-435	HOP-62	A549/ATCC	M14
c1ccc(-c2nc3ccccc3s2)cc1	85	101	nt	82	110	76	105	97
O=C(O)COc1ccc(-c2cssc2=S)cc1	nt	90	113	111	102	104	98	105
CCN(CC)C(=O)c1cccc(N)c1	nt	100	110	107	90	102	91	115
CC(C)C1=CC2=CC[C@@H]3[C@](C)(CCC[C@@]3(C)C(=O)O)[C@H]2CC1	110&101	102&97	97&107	91	98&107	102&107	100&107	100&107
O=C(N/N=C(\CS(=O)(=O)c1ccccc1)c1cc2ccccc2oc1=O)c1ccccc1	101	106	112	117	103	117	93	110

Not a hit list; 13% or so of the library scored in one or more.
